PME-1 inh – blocks human protein phosphatase methylesterase 1; Q9Y570; recombinant PME-1, FP-Rh probe fluorescence polarization; inhibition, % at 5.9 µM; actives 0.53% (n = 320,000); AID 2130;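 active = inhibition above the campaign mean of all compounds plus 3 SD, cut at about 26% in these data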;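 also: competitive labeling of PME-1 active site by serine hydrolase directed probe; 0% = PME-1 with DMSO and 100% = wells lacking PME-1 enzyme; inhibitors block probe labeling so polarization falls and inhibition rises; many of its hits are not listed in these tables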
Target sequence (Q9Y570 whole entry, looked up): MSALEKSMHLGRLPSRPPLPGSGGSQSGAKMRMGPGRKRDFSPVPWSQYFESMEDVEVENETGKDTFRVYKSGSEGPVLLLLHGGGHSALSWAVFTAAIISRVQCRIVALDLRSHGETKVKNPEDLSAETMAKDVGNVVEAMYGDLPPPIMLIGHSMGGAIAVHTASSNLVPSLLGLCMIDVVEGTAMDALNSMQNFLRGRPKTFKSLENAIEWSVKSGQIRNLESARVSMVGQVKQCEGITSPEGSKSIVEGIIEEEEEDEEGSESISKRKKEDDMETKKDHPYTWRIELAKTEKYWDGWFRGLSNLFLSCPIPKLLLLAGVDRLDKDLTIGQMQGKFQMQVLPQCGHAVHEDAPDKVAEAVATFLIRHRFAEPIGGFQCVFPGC
AHR act – activators of human aryl hydrocarbon receptor; actives 2.5% (n = 320,000); activation, % at 5 µM; P35869; AHR-responsive luciferase reporter cells, luminescence; in the data active = activation above about 47%;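 also: 0% = vehicle wells and 100% = reference agonist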
GLD-1 RNA inh – GLD-1-TGE RNA interaction inhibition (C. elegans). inhibition, % at 5.96 µM. AID 2280. actives 0.44% (n = 320,000). purified GLD-1 + fluorescein TGE RNA, fluorescence polarization;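 active = percent inhibition above a per-plate cutoff, the plate mean of test compounds plus 3 SD, cut at about 30% in these data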;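 also: 0% = DMSO wells with GLD-1 and probe and 100% = wells lacking GLD-1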
BCLXL inh – Bcl-xL (human) inhibition | inhibition, % at 10.9 µM | Q07817 | AID 2129 | GST-Bcl-xL / FITC-Bim BH3 peptide fluorescence polarization | actives 0.7% (n = 320,000);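 active = inhibition above the mean of all tested compounds plus 3 SD, cutoff set per campaign, cut at about 30% in these data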;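 also: 0% = DMSO wells and 100% = unlabeled Bim-BH3 peptide competitor; inhibitors lower millipolarization by displacing the labeled peptide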
Target sequence (Q07817 whole entry, looked up): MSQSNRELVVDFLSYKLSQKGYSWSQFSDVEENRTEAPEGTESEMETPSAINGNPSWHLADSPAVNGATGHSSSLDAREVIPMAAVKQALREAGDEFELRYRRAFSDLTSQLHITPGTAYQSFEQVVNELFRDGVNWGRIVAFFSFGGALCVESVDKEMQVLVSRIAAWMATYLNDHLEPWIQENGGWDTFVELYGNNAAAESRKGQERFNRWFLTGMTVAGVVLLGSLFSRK
MEX-5 binding – C. elegans MEX-5 TCR-2 RNA binding activity; MEX-5/FITC-TCR2 RNA binding, fluorescence polarization; stronger effect = lower value; AID 1832; activity score (negative = inhibition of binding), % at 10 µM; actives 0.38% (n = 300,000); Q9XUB2;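 active = inhibition past about -25% in most replicates, and total fluorescence under double the plate's negative control median, limit read from the data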;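 also: 0% = DMSO and -100% = 5 µM competing unlabeled TCR2 RNA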
Target sequence (Q9XUB2 whole entry, looked up): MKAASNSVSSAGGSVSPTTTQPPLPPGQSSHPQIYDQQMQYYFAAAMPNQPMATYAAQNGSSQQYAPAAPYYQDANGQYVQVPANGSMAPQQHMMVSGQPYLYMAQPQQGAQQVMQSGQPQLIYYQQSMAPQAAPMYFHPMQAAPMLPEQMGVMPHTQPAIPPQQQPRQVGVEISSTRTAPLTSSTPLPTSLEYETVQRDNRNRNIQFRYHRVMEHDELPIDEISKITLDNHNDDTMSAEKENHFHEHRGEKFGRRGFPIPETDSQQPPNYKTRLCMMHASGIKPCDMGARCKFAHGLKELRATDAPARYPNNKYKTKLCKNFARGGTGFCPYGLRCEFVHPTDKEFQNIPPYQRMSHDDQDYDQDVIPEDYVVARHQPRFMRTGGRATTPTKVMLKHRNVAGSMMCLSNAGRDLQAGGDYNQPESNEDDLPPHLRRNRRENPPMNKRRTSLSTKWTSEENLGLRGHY
PAFAH1B2 FP inh – PAFAH1B2 (human) inhibition. P68402. recombinant PAFAH1B2, FP-rhodamine activity probe, fluorescence polarization. inhibition, % at 3.39 µM. actives 1.2% (n = 340,000);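 active = inhibition above the mean of all tested compounds plus 3 SD, cut at about 24% in these data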;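 also: 0% = enzyme with DMSO and 100% = wells lacking PAFAH1B2; many of its hits are not listed in these tables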
pPAFAH inh – inhibitors of human plasma PAF acetylhydrolase (pPAFAH); Q13093; recombinant pPAFAH, FP-rhodamine probe fluorescence polarization; inhibition, % at 3.39 µM; actives 1.5% (n = 330,000); AID 463082;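 active = inhibition above the mean inhibition across the screen plus 3 SD, cut at about 25% in these data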;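 also: inhibitors block binding of the rhodamine activity-based probe so polarization drops; 0% = enzyme with DMSO and 100% = wells lacking pPAFAH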
Fam108B inh – Fam108B inhibition, counter-screen for RBBP9 inhibitors; recombinant Fam108B, FP-Rh probe fluorescence polarization; inhibition, % at 9.51 µM; AID 1947; actives 0.33% (n = 300,000);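 active = inhibition above the screen mean inhibition plus 3 SD, computed separately per campaign, cut at about 18% in these data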;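 also: inhibitors lower polarization as less probe binds the enzyme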
MCL1 BIM primary – disrupts human MCL1 binding to BIM-BH3 peptide; Q07820; GST-MCL1 / FITC-Bim-BH3 fluorescence polarization; inhibition, % at 10.9 µM; actives 0.68% (n = 320,000); AID 2057;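 active = inhibition above the mean inhibition of all tested compounds plus 3 SD, set per campaign, cut at about 40% in these data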;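 also: 0% = DMSO wells and 100% = unlabeled Bim-BH3 peptide control; higher means more loss of mP so more displacement of Bim peptide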
* = called active by the depositor; nt = not tested or not shown. The list is partial; count on the stated rates, not on these rows.

SMILES	PME-1 inh	AHR act	GLD-1 RNA inh	BCLXL inh	MEX-5 binding	PAFAH1B2 FP inh	pPAFAH inh	Fam108B inh	MCL1 BIM primary
COc1ccccc1N1CCN(/N=C\C(Br)=C\c2ccccc2)CC1	4.7	7.1	4.9	-0.9	-0.4	1.7	4.1	-0.1	-2.5
COc1ccc(NC(=O)CC#N)cc1OC	1.9	3.5	3.3	-1.3	-1.9	0.3	3.7	-2.6	-9.7
CCN(CC(=O)Nc1cccc(C(C)=O)c1)S(=O)(=O)c1ccc(C)cc1	-2.6	0.4	-0.1	1.4	-1.9	2.3	2.6	3.5	-8.0
NC(=O)c1cccc(NC(=O)Nc2ccc(Cl)cc2)c1	-5.3	3.4	4.7	0.3	-1.7	-0.3	1.7	0.1	-4.1
Cc1cc(C)cc(NC2=NC3(CCCCC3)N=C(N)N2)c1	3.1	55.7*	-2.2	4.4	-0.4	-0.7	4.9	1.8	4.4
Cc1ccc2c(c1)COc1c3ccc(C(=O)N4CCCCC4)cc3nn1-2	3.7	-6.3	-1.3	2.5	1.0	-1.2	16.3	-6.4	1.0
Cc1nnc2c(N3CCN(C(=O)c4ccco4)CC3)nc3ccccc3n12	4.2	0.6	-6.9	2.7	4.1	-0.3	7.6	0.7	-2.7
Cc1nn(C(C)C(=O)O)c(=O)c2ccccc12 (stereo not given)	-3.4	2.7	-2.6	-0.7	-0.6	8.5	-4.9	-2.2	-1.5
O=C(CN1CCCC1)OCCCC1CCCCC1	5.8	-0.8	-3.2	2.1	0.8	6.0	5.9	-1.2	2.4
CSCCC(NC(=O)COc1ccccc1)C(=O)N(C)Cc1ccc(Cl)cc1Cl (stereo not given)	0.8	1.0	2.5	1.9	nt	6.5	1.9	nt	4.0
COc1ccc(S(=O)(=O)Nc2ccccc2C(=O)NCc2cccnc2)cc1OC	-4.3	-0.2	-0.9	4.8	-1.5	-1.3	1.8	1.7	4.2
O=c1[nH]c(CSc2nnc(COc3ccccc3)n2-c2ccccc2)nc2ccccc12	3.8	7.6	-1.1	-2.2	-0.9	0.6	-3.4	1.4	-9.7
COc1ccc(C(=O)NCCc2nnc3ccc(SCC(=O)N4CCCC4)nn23)cc1	-7.8	-5.8	-1.5	0.1	0.9	2.2	5.3	-3.1	-2.7
CC(C(=O)Nc1ccc2c(c1)OCCO2)N1Cc2ccccc2C1=O (stereo not given)	-1.1	1.8	5.7	4.1	0.0	4.2	1.5	0.6	5.5
COc1cc(NC(=O)c2noc3c2CCC3)c(OC)cc1Cl	1.1	30.8	4.5	11.4	-2.2	3.5	13.4	7.7	49.5*
O=C(NCCCn1ccnc1)c1ccc(NS(=O)(=O)c2cccc([N+](=O)[O-])c2)cc1	-0.3	8.1	2.9	3.9	2.9	-0.5	-1.6	-2.2	-2.6
COc1ccc(F)cc1S(=O)(=O)N1CCCC(C)C1 (stereo not given)	1.9	-3.8	2.4	-1.8	0.7	-2.0	1.9	2.2	-5.9
Nc1ccc2c(c1)-c1ccccc1S(=O)(=O)N2	-3.4	-2.2	19.5	28.9	-40.7*	5.2	65.2*	3.1	37.6
Cc1nc2cc(-c3cccc(F)c3)nn2c(C)c1CCC(=O)NC(C)CCc1ccco1 (stereo not given)	1.9	-11.5	-2.5	3.0	1.7	2.8	2.6	-0.9	-0.4
CN1C(=O)C(C)(C)c2cc(S(=O)(=O)N3CCN(c4cccc(Cl)c4)CC3)ccc21	3.9	9.8	7.7	1.6	-2.6	-4.5	16.9	-4.9	5.7
O=C(Nc1ccon1)c1ccc(Cl)s1	-0.8	-0.2	4.0	2.2	-2.4	3.5	-1.5	3.8	-0.7
COCCNc1ncnc2c1[nH]c1ccccc12	4.4	74.0*	0.9	4.2	-1.5	5.3	28.1*	3.9	-2.7
Cc1ccccc1CNC(=O)CCC(=O)N1Cc2ccccc2Oc2ncccc21	-4.4	2.1	-0.1	0.9	0.9	-1.2	3.5	3.4	-1.1
COc1ccc2[nH]c(N=Nc3ccccc3C)c(O)c2c1	7.6	65.2*	1.2	2.3	0.2	3.2	5.7	0.6	-14.0
CC1CCCCN1C(=O)c1ccc(C(=O)c2ccccc2)cc1 (stereo not given)	nt	0.2	5.5	nt	nt	-2.3	9.3	nt	nt

Some of these compounds in order of the GLD-1 RNA inh value, descending.
mol	GLD-1 RNA inh
COc1cc(NC(=O)c2noc3c2CCC3)c(OC)cc1Cl	4.5
Cc1ccccc1CNC(=O)CCC(=O)N1Cc2ccccc2Oc2ncccc21	-0.1
Cc1ccc2c(c1)COc1c3ccc(C(=O)N4CCCCC4)cc3nn1-2	-1.3

Next structures follow.
SMILES	PME-1 inh	AHR act	GLD-1 RNA inh	BCLXL inh	MEX-5 binding	PAFAH1B2 FP inh	pPAFAH inh	Fam108B inh	MCL1 BIM primary
CCCc1cc(C(=O)OC)c(NC(=O)OCC)s1	2.5	2.4	-1.7	-3.2	-0.1	-0.7	-0.7	2.4	-1.1
O=C(Oc1cccc(C(=S)N2CCOCC2)c1)c1ccc([N+](=O)[O-])cc1	4.2	-2.2	0.7	7.5	1.2	1.8	-0.3	1.5	9.6
COc1ccc(C(=O)Nc2ccc3c(c2)OCCO3)cc1S(=O)(=O)N1CCOCC1	2.6	2.8	5.3	-10.6	nt	-1.2	-1.9	nt	-20.5
Cc1c(C(=O)NCC2COc3ccccc3O2)oc2ccc(S(=O)(=O)N3CCOCC3)cc12 (stereo not given)	0.4	-0.3	6.8	4.2	1.7	-2.0	4.0	-2.2	-2.8
Cc1cccc(-n2c(SCc3cc(=O)n4ccsc4n3)nc3ccccc32)c1	-10.0	17.8	42.5*	73.4*	-5.9	-13.1	26.0*	-16.4	66.7*
Cc1ccsc1C(=O)OCC(=O)NCCCc1ccccc1	-1.6	0.4	14.4	15.0	0.2	11.1	13.1	0.6	13.4
CCC1(C)Cc2c(sc3nc(SC)[nH]c(=O)c23)CO1 (stereo not given)	-0.3	-2.6	1.9	0.1	-1.8	5.0	3.0	-3.0	6.4
COc1ccc(C(=O)Nc2cccc(-c3nnc(-c4ccco4)o3)c2)cc1	-11.8	1.5	8.1	2.2	-0.6	0.8	-9.5	-3.4	-0.8
CC(C(=O)NC1CCCC1)N1C(=O)c2cccc3cccc1c23 (stereo not given)	4.6	1.3	-1.3	-0.3	6.0	2.3	-1.7	-2.6	-5.5
CN1C(=O)c2ccc(NC(=O)c3ccc(N4CCCCC4)c([N+](=O)[O-])c3)cc2C1=O	-1.3	4.9	8.8	7.9	0.1	3.0	1.9	-0.8	5.4
Cn1c(=O)c(=O)n(C)c2cc([N+](=O)[O-])c(N3CCOCC3)cc21	-0.3	9.4	3.2	4.7	-2.7	6.5	13.7	-0.7	6.6
Clc1cccc2sc(N3CCN(c4ccccc4)CC3)nc12	-1.7	122.2*	-2.9	0.9	-0.4	1.8	4.9	-3.3	3.5
NC(=O)c1ccc(N2CCCCC2)c(N2C(=O)C3CC=CCC3C2=O)c1 (stereo not given)	-5.3	4.4	-1.4	-6.0	2.7	-2.9	-10.4	-4.1	4.3
NC(=O)C1CCN(C(=O)CN(c2cccc(C(F)(F)F)c2)S(=O)(=O)c2ccccc2)CC1	-5.1	0.8	1.6	4.7	-2.6	1.5	0.7	5.0	8.4
O=C(NCC1OCCc2ccccc21)c1ccc(NC(=O)c2cccc(Br)c2)cc1 (stereo not given)	-8.9	0.9	2.7	5.0	-2.5	1.8	-2.3	-4.7	11.0
CC(C)CC(NS(=O)(=O)c1cc(C(=O)O)ccc1Cl)C(=O)O (stereo not given)	8.3	0.2	4.2	6.5	0.6	2.6	3.2	0.0	1.5
CCOC(=O)CNC(=O)CSc1nc(-c2cccc(C)c2)ns1	-0.6	1.5	4.3	5.1	0.8	0.8	4.6	-2.1	6.5
C[C@H](CO)N1C[C@H](C)[C@@H](CN(C)CC2CCCCC2)Oc2c(NC(=O)Cc3ccccc3)cccc2C1=O	nt	-0.7	-1.7	nt	nt	8.3	4.0	nt	nt
COc1ccccc1OCc1ccc(C(=O)Nc2ccccc2F)cc1	0.0	-2.0	-3.9	-1.6	2.7	2.4	-5.0	-2.9	2.4
CC(/C=N\NC(=O)Cn1cncn1)=C/c1ccc(C(C)C)cc1	1.5	-1.0	1.7	2.4	0.4	nt	2.2	0.2	-0.3
O=C(CSc1nnc(C2CC2)n1Cc1ccccc1)N1CCNC1=O	nt	-1.3	-0.2	nt	nt	6.7	-3.5	nt	nt
COc1ccc(C2=NN(C(=O)CCCC(=O)O)C(c3cccs3)C2)cc1OC (stereo not given)	-1.1	1.1	-4.1	3.5	-0.9	8.0	3.7	2.5	1.5
CS(=O)(=O)c1cccc(C(=O)NCc2ccccc2)c1	0.9	-0.6	3.2	-2.0	-1.1	0.8	5.0	-0.4	-0.3
O=C(COC(=O)CC1CCS(=O)(=O)C1)Nc1ccc(F)cc1 (stereo not given)	nt	0.0	0.0	nt	nt	7.1	-1.2	nt	nt
CC(C)C[C@H](NC(=O)OC(C)(C)C)C(=O)N/N=C/C1=Cc2ccccc2OC1C (stereo not given in full)	1.0	3.9	13.7	-4.0	2.0	-1.3	3.1	3.8	0.4

(continued)
SMILES	PME-1 inh	AHR act	GLD-1 RNA inh	BCLXL inh	MEX-5 binding	PAFAH1B2 FP inh	pPAFAH inh	Fam108B inh	MCL1 BIM primary
CC1=C(C(=O)Nc2ccccn2)C(c2ccccc2Cl)NC(=S)N1 (stereo not given)	0.8	1.2	6.5	-2.3	-0.9	1.7	0.5	-1.5	10.2
O=C(CSc1nnc(NC(=O)C2CC2)s1)Nc1ccccc1	-10.1	4.3	-1.9	1.9	1.6	5.8	6.0	-0.7	-4.2
Cc1ccc2cccc(OCC(=O)Nc3ccc4c(c3)OCO4)c2n1	9.2	23.9	-12.4	0.0	-1.0	4.8	5.0	0.1	-0.9
CCc1ccc(-c2csc3[n+]2CCN3C(C)=O)cc1	-3.9	3.5	-1.8	11.1	-1.3	-2.0	-2.0	5.8	14.6
Cc1ccc(Cl)c(OCCN2CCc3ccccc3C2)c1	0.2	5.7	1.1	4.3	1.3	4.7	4.3	-2.5	0.3
CCC(c1nnnn1C(C)(C)CC)N1CCN(c2ccccc2F)CC1 (stereo not given)	1.9	-1.0	1.7	5.4	0.3	8.4	2.0	1.7	6.1
CCOC(=O)N1CCN(Cc2nc(N)nc(Nc3ccc(Cl)cc3)n2)CC1	2.2	4.2	2.6	-4.0	0.9	2.0	1.0	1.4	-4.5
Cc1ccc(NC(=S)Nc2cccc3cnccc23)c(C)c1	5.3	3.4	5.4	3.8	-3.1	-1.4	7.5	-5.4	6.7
Cc1ccccc1-c1noc(-c2ccccc2C(=O)NCc2ccco2)n1	1.1	2.7	1.9	6.8	0.0	4.4	3.9	-3.9	5.4
Cn1c(C(=O)OC(C(=O)NC2CCCCC2)c2ccccn2)cc2sccc21 (stereo not given)	-0.5	3.3	2.4	-1.2	0.6	-0.8	0.6	-5.1	-0.4
CN(c1ccc(C(=O)NCC2CCCO2)cc1)S(C)(=O)=O (stereo not given)	0.8	-0.9	4.6	-10.6	-0.4	-0.2	2.0	-1.3	-15.4
Cc1cc(C(=O)Nc2ncn[nH]2)ccc1[N+](=O)[O-]	9.2	1.6	-6.8	1.0	-1.6	3.5	0.4	0.2	4.5
Cc1cc(N2CCOCC2)nc2ccc(NC(=O)CCC(=O)N3CCC(C)CC3)cc12	-1.8	21.9	-1.4	1.7	-1.3	5.4	1.4	1.0	-6.2
CCOC(=O)c1c(N)sn(-c2ccccc2C)c1=S	-1.9	2.2	3.4	6.8	3.0	-3.8	2.3	0.8	5.1

High-throughput results as filed in PubChem BioAssay.
